From PubChem BioAssay
AI-2 QS mod: Vibrio harveyi AI-2 quorum sensing modulators, primary screen, JMH597 strain, luminescence/OD600 ratio. Vibrio harveyi JMH597 AI-2 luminescence/OD600 ratio, 9 h; hits give low values; strain lacks LuxN and CqsS sensors; 0 = neutral-control median. activity change, % at 7.5 µM. hit rate 0.4% among 300,000. AID 2094, 2009; in the data active = activity change below about -75%, passing the limit was not always enough; inconclusive = no clear call, values can overlap the other calls;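 also: luminescence divided by OD600 gain over 9 h not by final OD600 alone; inactives centre near 13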
aSyn 5UTR inh: MLPCN primary screen, SNCA 5' untranslated region. inhibition, % (tested at 7.5 µM). alpha-synuclein 5'UTR reporter, inhibitor activity. AID 1813, 2009. hit rate 0.82% among 300,000; in the data active = inhibition above about 60%; inconclusive = no clear call, values can overlap the other calls;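 also: H4 neuroglioblastoma cells stably carrying SNCA 5'UTR luciferase fusion; 0% = DMSO wells and 100% = positive control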
IEC-6 cytotox: cytotoxicity in IEC-6 intestinal epithelial cells, primary screen, cytotoxicity control for KLF5 inhibitor project, cell-based, luminescence | inhibition, % at 5 µM | AID 1825, 2009 | IEC-6 cytotoxicity, luminescence viability | hit rate 0.78% among 290,000; in the data active = inhibition above about 22%;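 also: 0% = plate median of test compound wells and 100% = cytotoxic reference compound wells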
HSP90 inh: HSP90 inhibitors, primary screen, cell lysate, luminescence; Heat shock protein HSP 90 (rabbit reticulocyte lysate; luciferase refolding); Rabbit reticulocyte lysate, luciferase refolding luminescence, 3 h; inhibition, % at 5.6 µM; hit rate 0.91% among 290,000;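 active = inhibition above the screen-wide mean plus 3 SD, computed separately per campaign, cut at about 16% in these data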;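 also: 0% = DMSO wells and 100% = 60 µM geldanamycin wells; inhibitors lower the luminescence because luciferase stays unfolded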
GSK3A inh: blockers of GSK3A enzyme activity – biochemical, luminescence, cell-free homogeneous, HTS, primary screen | Glycogen synthase kinase-3 alpha (Homo sapiens), P49840 | GSK-3 alpha kinase, ADP-Glo luminescence, 60 min | inhibition, % at 10 µM | hit rate 0.1% among 320,000 | AID 2650, 2010;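 in the data active = inhibition above about 50%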;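 also: GST-tagged GSK-3 alpha with peptide substrate and 25 µM ATP; 0% = DMSO neutral wells and 100% = GW8510 positive control wells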
Target sequence (P49840 whole entry, looked up): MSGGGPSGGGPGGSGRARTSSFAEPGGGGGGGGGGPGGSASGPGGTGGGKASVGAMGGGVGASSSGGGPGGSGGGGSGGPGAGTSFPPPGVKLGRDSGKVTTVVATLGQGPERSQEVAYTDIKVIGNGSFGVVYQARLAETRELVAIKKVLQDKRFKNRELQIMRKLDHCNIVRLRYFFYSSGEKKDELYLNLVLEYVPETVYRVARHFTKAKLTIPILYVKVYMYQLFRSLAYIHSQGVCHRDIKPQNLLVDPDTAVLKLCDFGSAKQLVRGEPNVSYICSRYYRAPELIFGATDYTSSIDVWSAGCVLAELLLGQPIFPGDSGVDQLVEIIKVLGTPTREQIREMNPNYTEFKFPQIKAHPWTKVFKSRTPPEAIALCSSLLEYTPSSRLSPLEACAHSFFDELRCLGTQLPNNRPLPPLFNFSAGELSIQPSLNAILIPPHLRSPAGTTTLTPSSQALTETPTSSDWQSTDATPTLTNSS
GSK3B inh: human GSK3beta kinase inhibitors, primary screen, biochemical, cell-free homogeneous, HTS. GST-GSK3beta kinase, ADP-Glo luminescence, 60 min; hits give low values. hit rate 0.038% among 300,000. Glycogen synthase kinase-3 beta (Homo sapiens), P49841. activity score (negative = inhibition), % at 10 µM;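 active = more than half of replicate wells score below -50%, meaning over 50% inhibition versus plate controls; inconclusive = some replicates but at most half score below -50%; inactive = no replicate scores below -50%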;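 also: 0% = median DMSO wells and -100% = median GW8510 positive control wells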
Target sequence (P49841 whole entry, looked up): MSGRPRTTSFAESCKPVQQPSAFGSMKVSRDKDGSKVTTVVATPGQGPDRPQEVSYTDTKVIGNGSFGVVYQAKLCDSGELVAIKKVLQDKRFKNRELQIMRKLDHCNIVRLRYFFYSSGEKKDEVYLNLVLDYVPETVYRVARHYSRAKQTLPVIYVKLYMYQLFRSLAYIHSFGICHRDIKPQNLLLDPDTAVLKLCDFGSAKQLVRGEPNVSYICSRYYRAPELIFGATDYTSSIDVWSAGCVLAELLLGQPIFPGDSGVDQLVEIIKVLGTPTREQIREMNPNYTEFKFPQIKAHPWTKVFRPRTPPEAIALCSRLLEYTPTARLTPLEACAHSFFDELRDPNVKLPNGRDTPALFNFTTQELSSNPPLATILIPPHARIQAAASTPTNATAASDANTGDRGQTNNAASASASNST
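Test system – GST-tagged human GSK3beta kinase, cell-free · Incubation – 60 min enzyme reaction, room temperature · Signal – ADP-Glo luminescence · Also added – peptide substrate and ATP at 25 µM · Controls – DMSO neutral wells and GW8510 at 20 µM as positive · Buffer or medium – Tris/MgCl2 kinase buffer · Measure – Luminescence-derived activity versus plate DMSO and GW8510 wells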
HSF-1 act: HSF-1 activators, primary screen, NIH3T3-HGL cells, MG132 stress, luminescence, single point. NIH3T3-HGL HSF-1 luciferase reporter, 8 h; 100% = twice DMSO control signal. activation, % at 9 µM. hit rate 1.7% among 300,000. AID 504408, 2011;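 active = mean replicate activation of at least 50% with a set share of replicates each reaching 50%; inconclusive = only one of those two conditions met; inactive = mean below 50% and too few replicates reaching it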;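 also: 0% = median of the neutral control wells and 100% = twice that signal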
PolyA inh: polyadenylation inhibitors in yeast reporter cells, primary screen, luminescence, S. cerevisiae; S. cerevisiae SKY197-pL101 polyadenylation reporter, beta-gal luminescence; efflux-impaired pdr1/pdr3 knockout yeast; score 100 = 6 SD above DMSO; calls only at 12 µM; hit rate 0.02% among 300,000; AID 1875, 2009;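 active = lowest replicate activity score at least 50, where 100 means six control SD above control mean; inconclusive = lowest score under 50 but half or more replicates reach 50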;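 also: yeast exposed to compound for 9 h at 30 °C; higher score means more reporter readthrough which indicates perturbed polyadenylation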
HSF1 inh: HSF1 inhibitors in luciferase reporter cells, primary screen, cell-based, NIH3T3, luminescence. NIH3T3-HGL HSE-luciferase, MG132-induced, luminescence 8 h; hits give low values. activity change, negative = inhibition, % at 7.5 µM (by protocol). hit rate 0.77% among 300,000. AID 2098, 2009;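 active = more than half of replicate wells show activity change below -50%, luminescence cut by over half; inconclusive = some wells, but at most half, below -50%; inactive = no replicate well below -50%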;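 also: luciferase reports HSF-1 transcriptional activity via heat shock element; 0% = median of DMSO wells and -100% = zero luminescence signal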
KLF5 inh: KLF5 expression inhibitors, primary screen, DLD-1 cells, luminescence | DLD-1 KLF5 promoter-luciferase reporter | hit rate 0.23% among 290,000 | inhibition, % at 5 µM;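 active = inhibition above a per-plate limit of that plate's mean compound inhibition plus 3 SD, cut at about 60% in these data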;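 also: 0% = DMSO wells and 100% = LY294002 at 200 µM; higher means less KLF5 promoter-driven luciferase light; inactives centre near -14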
Numbers without * were called inactive; i = inactive; ? = inconclusive; . = not tested or not shown. This is a subset. The share of hits here may be higher or lower than overall.

Second line of a record – AI-2 QS mod	aSyn 5UTR inh	IEC-6 cytotox	HSP90 inh	GSK3A inh	GSK3B inh	HSF-1 act	PolyA inh	HSF1 inh	KLF5 inh
Cn1c(Sc2ccc(C(=O)O)cc2[N+](=O)[O-])nnc1-c1ccccc1
    18	3	-1	-2	0	-5	3	i	-8	-16
COc1cccc(CN2C(=O)C(C)N(C(=O)c3ccccc3)c3ccccc32)c1 (stereo unspecified)
    4	2	4	3	-1	2	4	i	-3	-1
O=[N+]([O-])c1cc([N+](=O)[O-])c(Oc2ccc(F)cc2)cc1NN1CCCCC1
    1	9	1	-3	-1	-1	1	i	-3	2
Cc1cc(Br)ccc1N=C1C(=O)Nc2ccccc21
    21	14	2	0	-3	-2	0	i	3	-31
Cn1cnnc1SCC(=O)N1N=C(c2ccc(Cl)cc2)CC1c1ccco1 (stereo unspecified)
    2	-14	9	0	0	3	1	i	-1	-3
O=C(N/N=C\c1cn[nH]c1-c1ccccc1)c1cccnc1
    4	-67	1	-1	-1	-5	7	i	-2	-15
COc1ccc(C2=NC(C(F)(F)F)(C(F)(F)F)c3c(n(C)c(=O)n(C)c3=O)N2)cc1
    -4	-8	3	-3	0	-2	-11	i	-9	-28
CC(=O)Nc1cccc(C(=O)OCCCOc2ccc(F)cc2)c1
    -40	-8	6	-4	2	2	36	i	19	-51
O=C1CCN(Cc2ccccc2)CCN1[C@H](COc1ccccc1)c1ccccc1
    32	19	7	-1	2	-3	0	i	1	-36
Cc1c(C(=O)O)oc2ccc(S(=O)(=O)NCc3ccccc3)cc12
    8	19	2	2	6	1	2	i	1	12
c1coc(Cn2nnnc2CN2CCN(C3CCCC3)CC2)c1
    -12	-10	-1	1	-1	-11	11	i	13	-13
CCN(CC)CCNC(=O)c1cc2cc(Br)ccc2s1
    -5	-12	0	0	4	1	-7	i	0	-26
CC(=O)C1=C(C)NC(C)=C(C(C)=O)C1c1cn(-c2ccccc2)nc1-c1cccs1
    2	16	6	-1	-2	-2	18	i	7	4
O=C(Nc1cc(Cl)ccc1Oc1ccccc1)C1=COCCO1
    8	25	.	.	-1	0	-8	i	-5	.
O=C(O)C1CCCN1C(=O)NC1CCCCC1 (stereo unspecified)
    16	0	-3	-3	0	0	7	i	5	-33
COc1cccc(NC(=O)/C=C/c2ccc([N+](=O)[O-])cc2)c1
    21	-84	8	1	-1	-1	-11	i	5	-25
Cc1cc(C)c2c(=O)[nH]c(SCC(=O)Nc3ccccc3)nc2n1
    7	10	-4	-3	0	-4	4	i	19	-16
COc1ccccc1CN(C(=O)CCl)C(C(=O)NC1CCCCC1)c1ccncc1 (stereo unspecified)
    .	.	8	3	5	.	.	.	.	-18
COc1ccc(-c2cc(C(=O)Nc3ccc(S(=O)(=O)Nc4onc(C)c4C)cc3)c3ccccc3n2)cc1
    14	6	-5	-1	-5	2	3	i	-4	-9
O=C(O)c1nc2ccccc2nc1C(=O)O
    12	-166	-8	0	-4	-1	7	i	12	-27
O=C(CSc1nncc2ccccc12)Nc1ccccc1
    9	-11	-3	2	-1	1	17	i	5	-20
CCN(c1ccccc1)S(=O)(=O)c1ccc(C(=O)Nc2nnc(-c3ccco3)o2)cc1
    5	37	6	1	-2	-3	-23	i	-14	35
O=C(Nc1ccc([N+](=O)[O-])c(NC(=O)C2CCCO2)c1)C1CCCO1 (stereo unspecified)
    15	9	-3	-5	0	-13	20	i	5	-39
CCOC(=O)N1CCN(S(=O)(=O)c2ccc(C(=O)Nc3nnc(CC)o3)cc2)CC1
    24	11	-12	-4	-5	-3	-13	i	-3	-2
CCc1nc2ccccc2n1Cc1cc(=O)n2cc(C)ccc2n1
    .	.	8	3	-2	.	.	.	.	-11
COC(=O)c1ccc(C(=O)OC)c(NC(=O)Oc2ccccc2)c1
    6	-14	0	0	-4	-2	-9	i	16	-1
Cc1[nH]c2c(C)cccc2c1CCNS(=O)(=O)c1cccc([N+](=O)[O-])c1
    1	-7	5	-2	2	-2	8	i	7	-10
NC(=O)c1nn(-c2ccccc2)nc1N
    38	-14	1	0	4	-2	16	i	5	-11
CC(C)COC(=O)Cc1c(O)c2ccccc2[nH]c1=O
    8	13	0	1	-7	-6	-2	i	2	-24
O=C(Nc1ccc(F)c(F)c1)c1ccco1
    12	-49	-4	-2	0	1	6	i	-2	-12
CCC1=NN2C(=N)/C(=C\c3cccn3-c3ccc(C)cc3C)C(=O)N=C2S1
    33	7	-7	-2	-4	0	-5	i	3	-27
Cc1ccc2nc(-c3ccccc3)cc(C(=O)N3CCN(c4ccccc4O)CC3)c2c1
    6	-3	.	.	0	-3	6	i	7	.
CCC(SC1=Nc2ccccc2C2=NC(CC(C)C)C(=O)N12)C(=O)Nc1ccc2c(c1)OCO2 (stereo unspecified)
    21	-64	2	-5	3	-1	-1	i	8	-23
CCOc1cc(/C=C2/SC(=S)N(CC(=O)O)C2=O)ccc1OC(=O)c1cccs1
    -1	6	6	-1	-2	11	12	i	-9	3
COc1cc(/C=C(/C(=O)O)c2ccc(-c3ccccc3)cc2)cc(OC)c1OC
    .	1	5	-1	-6	.	-2	i	-8	21
O=S(=O)(Cc1ccc(Cl)cc1)c1ncc(CO)n1Cc1ccccc1
    9	20	-1	-2	-4	-10	0	i	-3	-10
CSc1nnc(NC(=O)CCc2ccccc2)s1
    10	-65	-1	5	-1	3	11	i	8	-21
COc1ccc(-n2c(SCC(=O)NCCC(C)C)nc3ccsc3c2=O)cc1
    37	17	0	-2	-3	2	42	i	-4	-7
COc1cccc(-c2cc(C(=O)NCc3ccco3)c3ccccc3n2)c1
    -15	-27	6	5	.	5	3	i	1	-44
CC(C)[C@H](NC(=O)C1CCN(S(=O)(=O)c2ccc(F)cc2)CC1)C(=O)NCc1ccncc1
    2	0	-6	2	0	-1	-20	i	3	-20
CCc1ccc2[nH]c(C(=O)Nc3ccc4c(c3)OCO4)cc2c1
    42	-94	-1	-3	0	0	45	i	21	-20
CC1(c2nnc(-c3cccc(Cl)c3)o2)CC(c2cccc([N+](=O)[O-])c2)=NO1 (stereo unspecified)
    21	10	-3	-1	-2	0	6	i	4	-13
COc1ccc(Cl)cc1C(=O)OCC(=O)NCCNC(=O)COC(=O)c1cc(Cl)ccc1OC
    16	15	-6	-2	-2	-1	28	i	4	-27
Cc1ccc(OCc2nc(-c3ccccn3)n[nH]2)cc1
    -51	-54	-2	1	-2	5	17	i	10	-65
Cc1ccc(NC(=S)NC2CCCC2)cc1
    -4	-65	-4	-4	-2	-6	5	i	2	-58
CC1CCCN(CCCNC(=O)CN2C(=O)COc3ccc(S(=O)(=O)N4CCOCC4)cc32)C1 (stereo unspecified)
    12	8	-6	-1	.	0	8	i	-3	-29
CC(c1ccon1)N(C)C(=O)c1ccc(OC2CCN(C(=O)C3CC3)CC2)cc1 (stereo unspecified)
    27	-1	-6	3	-2	1	-26	i	-15	-11
CC(=O)c1c(C)[nH]c(C(=O)OCC(=O)Nc2ncc(Cl)c(C)c2Cl)c1C
    5	-15	-2	3	2	1	11	i	4	-8
CCN(C(=O)c1ccnn1C)c1ccccc1
    0	16	-10	-3	0	-2	-9	i	-2	18
O=C(CNS(=O)(=O)c1ccccc1)OCC(=O)c1ccc([N+](=O)[O-])cc1
    15	27	-4	2	-1	-2	1	i	-6	-1
COc1ccc(CC(=O)NNC(=O)CSc2nnc(C)n2-c2ccccc2)cc1
    23	4	0	-2	1	-2	19	i	3	-18
COc1ccc2c(c1)CCC/C2=N\Nc1nc(C(=O)NN)cs1
    19	-92	-1	14	1	-1	19	i	-2	-57
Cn1cc([C@@H]2C[C@H]3CN(C4CCCC4)C(=O)[C@]34CCCN24)c(-c2ccccc2)n1
    10	22	-3	-2	-3	-2	.	i	.	-26
CCCC(=O)Nc1ccc(NC(=O)c2ccco2)cn1
    -5	-93	1	-1	-1	-6	1	i	8	-69
O=C(NCCc1ccccc1)N1c2ccccc2Sc2ccccc21
    -1	5	-3	-2	0	3	?	i	29	-23
Cc1ccc2oc(=O)cc(CN3CCN(C/C=C/c4ccccc4)CC3)c2c1
    17	15	-8	0	-3	1	0	i	4	-7
O=C(NCc1ccccc1)C1CCC(=O)N(CCN2CCOCC2)C1 (stereo unspecified)
    3	-25	2	-6	-1	0	6	i	-4	-36
Cc1ccc(CNC(=O)c2ccc(N3CCC4(CC3)CC(c3ccccc3)=NO4)c(NC(=O)c3c(Cl)cccc3Cl)c2)cc1
    31	6	.	.	-3	-3	3	i	1	.
CCOC(=O)C1CCN(C(=O)CCCn2nc(C)c3c(C)n(-c4ccc(C)cc4)nc3c2=O)CC1
    20	16	-1	-1	3	1	-15	i	1	-17
O=C(CN1C(=O)c2cccc3cccc1c23)N1CCc2ccccc2C1
    8	-6	-1	-1	0	4	28	i	15	6

The results go on:
Second line of a record – AI-2 QS mod	aSyn 5UTR inh	IEC-6 cytotox	HSP90 inh	GSK3A inh	GSK3B inh	HSF-1 act	PolyA inh	HSF1 inh	KLF5 inh
COC(=O)C1=C[C@@H](C(=O)OC)C2C3=C(C(=O)C24CCCCC4)[C@H](C)n2c(=O)n(-c4ccccc4)c(=O)n2[C@@H]3C1 (stereo partly specified)
    30	2	.	.	0	-1	-4	i	-2	.
Cc1ccc(C)c(C(=O)COC(=O)Cn2c(C)csc2=O)c1
    2	8	-2	-9	-3	7	-5	i	0	-3
O=C(O)c1ccc(/C=N/N2CCN(Cc3ccc(Cl)cc3)CC2)cc1
    51	-7	5	2	-1	2	11	i	1	-15
COC(=O)c1sc(NC(=O)CSc2nc3cccnc3n2C2CCCCC2)nc1C
    25	26	-3	-1	0	-1	28	i	0	-18
COc1ccc(-c2nn(C)c(=O)c3ccccc23)cc1CNC(=O)NC1CCCCC1
    35	-16	-7	-4	-3	0	18	i	-1	-10
CCOC(=O)c1ccc(N2C(=O)c3n[nH]c(C)c3C2c2ccccc2)cc1 (stereo unspecified)
    13	14	3	0	.	3	4	i	4	-18
O=C(COC(=O)c1cccnc1Cl)Nc1nc(-c2ccccc2)cs1
    20	-63	4	3	-3	1	39	i	18	-3
COc1ccc(Br)cc1/C=N/NC(=O)CNC(=O)/C=C/c1ccccc1
    13	25	4	2	-1	-2	-14	i	-1	3
